Bioassay records as filed in PubChem.
M1 antagonist = antagonists of rat M1 muscarinic receptor | CHO-M1 cells, Fluo-4 calcium, ACh EC80 antagonist mode; active compounds read low | B-score at 10 µM | 64,000 compounds, 3.4% hits;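 active = calcium fluorescence response, raw or row-and-column corrected B-score, differing from the plate sample mean either way at a set confidence level, mostly lower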
M1 agonist = agonists of M1 muscarinic receptor; CHO-M1 cells, Fluo-4 calcium fluorescence, agonist mode; active compounds read high; 64,000 compounds, 3% hits; B-score at 10 µM;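 active = fluorescence rise, raw or as B-score row- and column-corrected plate score, outside the 99.7% band of its plate's samples, either direction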
D1 allo mod = D1 dopamine receptor (human) allosteric modulation. B-score at 10 µM. HEK293 D1, CRE-luciferase, dopamine EC30 potentiation; actives deviate in either direction. 58,000 compounds, 5.9% hits;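 active = luminescence count or its row- and column-corrected plate score outside the 99.7% band of the plate's sample wells, on either side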
Target sequence (P21728 whole entry, looked up): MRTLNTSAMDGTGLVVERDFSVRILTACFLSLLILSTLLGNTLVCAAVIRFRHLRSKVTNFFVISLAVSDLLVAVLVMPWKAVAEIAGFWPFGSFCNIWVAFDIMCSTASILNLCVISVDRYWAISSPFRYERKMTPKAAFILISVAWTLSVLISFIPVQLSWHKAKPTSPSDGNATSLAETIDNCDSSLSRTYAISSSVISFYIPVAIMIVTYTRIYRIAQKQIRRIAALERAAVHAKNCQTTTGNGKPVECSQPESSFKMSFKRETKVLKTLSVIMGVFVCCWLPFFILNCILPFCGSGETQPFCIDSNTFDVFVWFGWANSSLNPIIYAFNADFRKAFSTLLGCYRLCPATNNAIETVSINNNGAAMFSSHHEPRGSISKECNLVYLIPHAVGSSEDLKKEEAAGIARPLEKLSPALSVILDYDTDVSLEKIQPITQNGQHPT
Ecoli tolC = blocks growth of E. coli BW25113 tolC mutant; OD615; growth inhibition, % at 10 µM (by protocol); 65,000 compounds, 2.2% hits;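 active = growth inhibition at or above a cutoff equal to the mean over every tested compound plus 3 SD, cut at about 60% in these data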;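 also: growth measured after 20 h incubation at 37 °C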
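signal = optical density read at 615 nm | test system = E. coli ΔtolC::kan strain BW25113 | timing = 20 h compound exposure of bacteria at 37 °C | buffer or medium = LB medium plus 50 µg/mL kanamycin | compound dosing = 10 µM final, single dose | evaluation = % inhibition of E. coli growth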
SF-1 act = activates the human nuclear receptor SF-1 | Q13285 | CHO-K1 Gal4-SF-1 LBD luciferase reporter; % increase over DMSO SF-1-specific signal | activation, % at 10 µM | 65,000 compounds, 1.9% hits | AID 522;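 active = activation above the mean activation of all tested compounds plus 3 SD, cut at about 50% in these data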
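Test system: CHO-K1 cells co-transfected with Gal4 DBD–human SF-1 LBD, 5xGal4 luciferase reporter. Quantity: 4,000 cells per well. Compound: 10 µM only. Incubation: compound added 1 h post-seeding, 20 h exposure at 37 °C, 5% CO2. Detection: SteadyLite luciferase luminescence. Replication: one test per compound.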
Jurkat viability = cytotoxic compounds reducing Jurkat cell viability | Jurkat E6.1 viability, ATP luminescence, 48 h | inhibition, % at 4 µM | 56,000 compounds, 1.2% hits;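 active = inhibition above the mean inhibition of all tested compounds plus 3 SD, cut at about 28% in these data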
NADH enzymes = inhibitors of enzymes used to reach an NAD/NADH endpoint | AID 774 | coupled PK/LDH NADH assays, four targets | 65,000 compounds, 0.02% hits | IC50, µM (top dose mostly 10 µM), for inactives: at the top dose inhibition;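 active = single-dose screening hits from any of four coupled enzyme assays that gave an IC50 when retested across doses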;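 also: the DPM-DC format reads NADH fluorescence rather than 340 nm absorbance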
HEK293 NFkB inh = lowers PMA/ionomycin-induced NF-kB signal in HEK293 cells | HEK-293 NF-kB luciferase reporter, luminescence | inhibition, % at 3 µM | 62,000 compounds, 0.21% hits;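 active = inhibition above the mean of all tested compounds plus 3 SD, cut at about 40% in these data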;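 also: 0% = stimulated DMSO wells and 100% = 10 µM reference inhibitor 5653914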
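Reagent: PMA plus ionomycin mix as NF-kB-activating stimulus. Assay system: NF-kB luciferase reporter HEK-293 cells. Technique: luminescence from luciferase substrate reagent. Incubation: 1 h compound pre-incubation, 16 h PMA/ionomycin at 37 °C. Benchmarks: DMSO only as uninhibited control, 10 µM reference inhibitor as full inhibition. Repeats: tested once.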
TNAP act mid DEA = activators of human TNAP at intermediate phosphate acceptor. 64,000 tested, under 10 active. P05186. purified TNAP, CDP-star luminescence, 100 mM DEA, 30 min; active compounds read high; scale: 0 levamisole-inhibited, 1 vehicle-only enzyme. activation factor at 20 µM;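 active = activation factor of at least 2 at 20 µM, relative to controls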
Target sequence (P05186 whole entry, looked up): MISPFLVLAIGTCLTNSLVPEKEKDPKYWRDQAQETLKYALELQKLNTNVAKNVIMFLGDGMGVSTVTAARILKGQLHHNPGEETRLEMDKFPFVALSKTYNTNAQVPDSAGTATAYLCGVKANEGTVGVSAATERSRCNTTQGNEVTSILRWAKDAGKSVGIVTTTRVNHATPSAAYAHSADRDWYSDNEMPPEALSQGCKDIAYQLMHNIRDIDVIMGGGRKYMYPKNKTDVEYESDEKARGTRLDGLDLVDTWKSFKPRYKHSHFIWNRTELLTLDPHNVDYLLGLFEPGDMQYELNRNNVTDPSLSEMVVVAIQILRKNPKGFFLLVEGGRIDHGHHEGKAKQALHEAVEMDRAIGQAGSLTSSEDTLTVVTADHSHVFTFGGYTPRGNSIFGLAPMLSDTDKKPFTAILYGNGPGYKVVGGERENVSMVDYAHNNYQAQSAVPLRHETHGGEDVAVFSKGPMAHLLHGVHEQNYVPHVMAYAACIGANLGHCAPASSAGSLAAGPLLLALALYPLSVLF
Numbers without * were called inactive; nt = not tested or not shown; [ ] = dose if it differs, or a comment.

The opening 10 records, ahead of the listing:
SMILES | M1 antagonist | M1 agonist | D1 allo mod | Ecoli tolC | SF-1 act | Jurkat viability | NADH enzymes | HEK293 NFkB inh | TNAP act mid DEA
CN(Cc1ccccc1)C(=O)c1cccc(NC(=O)c2ccco2)c1 | -0.22 | 0.0058 | nt | 8 | 2 | -2 | 7% | 9 | 1
CCOC(=O)C1CCN(C(c2cccc(OC)c2)c2sc3nc(C)nn3c2O)CC1 (configuration not stated) | 0.85 | 0.079 | 0.27 | -4 | -9 | -6 | 5% | 12 | 0.9
CCCc1cc(N2CCCC(C(=O)Nc3ccc(OC)cc3OC)C2)n2ncnc2n1 (configuration not stated) | 0.036 | 0.82 | -0.34 | -7 | -2 | 9 | 5% | 3 | 1.1
c1cc2c(cc1C1CCCN1)OCCCO2 (configuration not stated) | -3.7* | 0.53 | nt | 6 | 2 | 2 | 5% | -2 | 0.9
CCOC(=O)C1=C(c2ccccc2)NC(SCC(=O)Nc2ccc(C)cc2)=C(C#N)C1c1ccco1 (configuration not stated) | -0.21 | -0.19 | -0.035 | 15 | 2 | 1 | 0% | 12 | 0.9
CCCCn1c(SCC(=O)Nc2nc(C)cs2)nnc1-c1cccnc1 | -0.8 | 0.021 | -0.89 | -10 | -15 | 4 | 3% | 6 | 0.9
CC1(C)Cc2c(sc3ncn4nc(CCC(=O)O)c(=O)nc4c23)CO1 | -0.38 | 0.16 | 0.17 | -20 | -8 | -2 | 3% | 18 | 1
Cc1ccc(S(=O)(=O)N2CCCCC2C(=O)N2CCN(Cc3ccccc3)CC2)cc1 (configuration not stated) | -0.063 | -0.003 | -0.06 | 0 | -6 | -4 | 3% | 27 | 1
COCCn1nnnc1C(C(C)C)N(Cc1ccccc1)Cc1cc2cc(OC)ccc2[nH]c1=O (configuration not stated) | -0.26 | 0.07 | -0.78 | 76* | 18 | 0 | 3% | 21 | 0.9
COc1ccc(-n2c(Cc3cccn3C)nnc2SCC(=O)Nc2ccc(C)cc2C)cc1 | 0.77 | 0.011 | 17* | 23 | 1 | 2 | 5% | 10 | 0.9

The list itself, from the first entry:
SMILES | M1 antagonist | M1 agonist | D1 allo mod | Ecoli tolC | SF-1 act | Jurkat viability | NADH enzymes | HEK293 NFkB inh | TNAP act mid DEA
CN(Cc1ccccc1)C(=O)c1cccc(NC(=O)c2ccco2)c1 | -0.22 | 0.0058 | nt | 8 | 2 | -2 | 7% | 9 | 1
CCOC(=O)C1CCN(C(c2cccc(OC)c2)c2sc3nc(C)nn3c2O)CC1 (configuration not stated) | 0.85 | 0.079 | 0.27 | -4 | -9 | -6 | 5% | 12 | 0.9
CCCc1cc(N2CCCC(C(=O)Nc3ccc(OC)cc3OC)C2)n2ncnc2n1 (configuration not stated) | 0.036 | 0.82 | -0.34 | -7 | -2 | 9 | 5% | 3 | 1.1
c1cc2c(cc1C1CCCN1)OCCCO2 (configuration not stated) | -3.7* | 0.53 | nt | 6 | 2 | 2 | 5% | -2 | 0.9
CCOC(=O)C1=C(c2ccccc2)NC(SCC(=O)Nc2ccc(C)cc2)=C(C#N)C1c1ccco1 (configuration not stated) | -0.21 | -0.19 | -0.035 | 15 | 2 | 1 | 0% | 12 | 0.9
CCCCn1c(SCC(=O)Nc2nc(C)cs2)nnc1-c1cccnc1 | -0.8 | 0.021 | -0.89 | -10 | -15 | 4 | 3% | 6 | 0.9
CC1(C)Cc2c(sc3ncn4nc(CCC(=O)O)c(=O)nc4c23)CO1 | -0.38 | 0.16 | 0.17 | -20 | -8 | -2 | 3% | 18 | 1
Cc1ccc(S(=O)(=O)N2CCCCC2C(=O)N2CCN(Cc3ccccc3)CC2)cc1 (configuration not stated) | -0.063 | -0.003 | -0.06 | 0 | -6 | -4 | 3% | 27 | 1
COCCn1nnnc1C(C(C)C)N(Cc1ccccc1)Cc1cc2cc(OC)ccc2[nH]c1=O (configuration not stated) | -0.26 | 0.07 | -0.78 | 76* | 18 | 0 | 3% | 21 | 0.9
COc1ccc(-n2c(Cc3cccn3C)nnc2SCC(=O)Nc2ccc(C)cc2C)cc1 | 0.77 | 0.011 | 17* | 23 | 1 | 2 | 5% | 10 | 0.9
Cc1nnc(SCCn2c(N3CC(C)CC(C)C3)nc3c2c(=O)[nH]c(=O)n3C)s1 (configuration not stated) | -0.73 | -1.7 | 0.35 | -6 | 7 | 0 | 2% | 11 | 0.9
COc1cc(C(=O)O)cc(OC)c1OCc1cc(C(=O)O)oc1C | -0.21 | 0.77 | -0.063 | -16 | 9 | -13 | 12% | 3 | 1
COc1cc2c(cc1OC)-c1nnc(C)n1C(C)(C)C2 | -0.73 | 0.024 | nt | -13 | -28 | -4 | 1% | 20 | 1
COc1cc(-c2nn3c(C4CCCCC4)nnc3s2)cc(OC)c1OC | -0.45 | 5 | nt | 20 | 26 | nt | 1% | nt | 0.9
COc1cc(OC)c(C(=O)NC2CCCCCC2)cc1OC | -1.6 | 0.0033 | nt | 8 | 2 | -5 | 3% | 10 | 0.9
Cc1ccc(C2(C(F)(F)F)NC(=O)N3CCCN=C3S2)cc1 (configuration not stated) | 0.047 | 0.57 | -0.76 | 6 | -4 | nt | 4% | 11 | 0.9
CCOC(=O)c1[nH]c2ccc(OC)cc2c1NC(=O)C(C)N1CCSCC1 (configuration not stated) | nt | nt | 0.44 | 3 | -14 | -1 | 4%[fluoresces] | 8 | 0.9
O=C1N(c2ccccc2)C2CS(=O)(=O)CC2N1c1ccc(Cl)c(Cl)c1 (configuration not stated) | 0.54 | -0.31 | 1.9 | -11 | -15 | 7 | 0% | 21 | 0.9
CCOC(=O)C1=C(N)OC2=C(C(=O)CCC2)C1c1ccco1 (configuration not stated) | 0.34 | 0.34 | nt | -27 | 5 | 4 | 15% | 12 | 0.9
CN1C(=O)N(c2ccccc2)C(Nc2nncs2)C1(C)C (configuration not stated) | 0.48 | -0.13 | nt | 15 | -5 | nt | 3% | nt | 0.9
CCOC(=O)c1ccc(NC(=O)CN(c2ccc(C)cc2)S(=O)(=O)c2c(C)n[nH]c2C)cc1 | 0.67 | 0.94 | -0.047 | 25 | -5 | -3 | 3% | 8 | 1
Nc1nc(SCc2ccc3c(c2)OCO3)n[nH]1 | 0.013 | -1 | 2.3 | -2 | 4 | -1 | 7% | 3 | 0.8
COCCCN=CC1=C(O)CC(C)(C)CC1=O | nt | nt | nt | -10 | -11 | -11 | 3% | 16 | 0.9
CCn1c2ccccc2c2cc(C3C(C#N)=C(N)Oc4n[nH]c(COC)c43)ccc21 (configuration not stated) | 0.51 | -0.2 | 0.79 | 71* | 16 | 10 | 1% | 21 | 1
CCCS(=O)(=O)NCCc1cc2ccc(OC)cc2[nH]c1=O | 0.068 | -0.055 | 0.022 | -18 | 5 | -1 | 6% | 8 | 0.9
OCCNc1nc(C2CC2)nc2c1nnn2Cc1ccccc1Cl | -0.073 | -0.27 | 8.9* | 33 | -3 | 7 | 7% | 3 | 0.9
CCOc1ccc(NC2=NC(C(=O)NCc3ccccc3)CC(=O)N2)cc1 (configuration not stated) | 0.49 | -0.66 | -0.24 | -9 | 9 | 0 | 4% | 14 | 0.9
Cc1cccc(NC(=O)Cn2c(=O)n(C)c3ccccc32)c1 | 0.0023 | 0.13 | -0.038 | 0 | -22 | 6 | 1% | 28 | 0.8
NC(=O)CSc1nnc(CNc2ccc(F)cc2)n1CC1CCCO1 (configuration not stated) | 0.2 | 0.22 | 0.042 | -3 | 8 | 3 | 8% | 17 | 0.9
O=C(O)CCc1nc2cccnc2n1Cc1ccccc1 | 1.1 | 0.77 | 0.088 | -10 | -4 | 3 | 5% | -9 | 1
CCc1nnc(NC(=O)C2Cc3ccccc3CN2S(=O)(=O)c2cccs2)s1 (configuration not stated) | 0.05 | 1.2 | -0.2 | 19 | 10 | 7 | 4% | 9 | 0.8
CC12CC(NC(=O)N1c1cccc(C(=O)N3CCN(c4ccccc4F)CC3)c1)c1ccccc1O2 (configuration not stated) | 0.35 | 2.5 | 3.5* | 15 | 16 | nt | 5% | 13 | 1
CN(CCNC(=O)Cn1c(=O)sc2ccccc21)Cc1ccccc1 | -1.1 | -0.65 | -2.7 | -3 | 10 | 2 | 6% | 13 | 1
Cc1ccccc1-n1nc2c(c1NC(=O)c1cc3ccccc3oc1=O)CS(=O)C2 (configuration not stated) | -0.14 | 1 | -0.42 | 10 | -14 | -5 | 5% | 20 | 0.9
CCC1Oc2ccccc2N(CC(=O)Nc2ccccc2OC)C1=O (configuration not stated) | -0.2 | 0.22 | 0.14 | -1 | 2 | nt | 9% | 2 | 0.9
CC1(C)Cc2c(C#N)c(SCC(=O)c3ccccc3)nc(N3CCOCC3)c2CO1 | -0.6 | 6.7* | -3.3* | 14 | -1 | 0 | 2% | 1 | 0.8
COC(=O)c1nc2nc(C)cc(C(F)(F)F)n2n1 | 0.31 | 0.24 | 0.48 | -20 | -2 | -4 | 2% | 15 | 1
Cc1nc(N2CCC(C)CC2)c2oc3ccccc3c2n1 | -0.36 | 0.081 | nt | nt | -7 | nt | nt | 24 | 1
Cc1cc(C)cc(OCc2nnc(SCC(=O)N3CCN(c4ccccc4)CC3)o2)c1 | -0.79 | 1.8 | 0.12 | 4 | 0 | 3 | 5% | 16 | 0.8
COc1ccc(C2(CN(C(C)=O)C(C)=O)CCCC2)cc1OC | -14* | -0.95 | 0.39 | 11 | -3 | nt | 1% | nt | 0.9
CCOC(=O)N1CCC(N2Cc3cccc(C(=O)NCc4ccc5c(c4)OCO5)c3C2=O)CC1 | nt | nt | 1.4 | -25 | -4 | -2 | 6% | 14 | 1
CCCN1C2CCCC1CC(NC(=O)Nc1cccc(C(C)=O)c1)C2 (configuration not stated) | 0.19 | 0.61 | -0.65 | -4 | 7 | -5 | 2% | 6 | 1
COc1ccc(-c2noc(CN3CCC(Cc4ccccc4)CC3)n2)cc1 | -0.21 | 0.091 | 0.19 | 67* | -31 | -3 | 4% | 6 | 0.8
COC(=O)[C@H](CCSC)NC(=O)Nc1ccc(C)cc1C | -0.046 | 0.66 | 0.89 | -20 | 0 | 4 | 0% | 0 | 0.9
CC(C)OC(=O)CSc1nc2ccccc2s1 | 0.16 | -0.016 | 0.31 | 2 | -23 | -1 | 2% | 9 | 0.9
Cc1cc(C)cc(NC(=O)C2CCN(S(=O)(=O)c3c(C)n[nH]c3C)CC2)c1 | 1.7 | 1.1 | -0.15 | -10 | 0 | 9 | 4% | -6 | 0.9
O=C(c1cc2c(=O)oc3ccccc3c2s1)N1CCN(c2ncccn2)CC1 | nt | nt | 0.71 | -4 | 4 | 3 | 6% | -1 | 0.9
COc1ccc(NC(=O)c2cccnc2)c(OC)c1 | 0.38 | -0.07 | -0.21 | -13 | -2 | -5 | 4% | 0 | 0.9
c1ccc(CSc2nnnn2-c2ccc3c(c2)OCCO3)nc1 | 0.22 | 6.7* | 1.1 | 5 | 24 | 3 | 8% | -2 | 0.9
COC(=O)CSC1=C(C#N)C(c2ccc(C)cc2)C2=C(CCCC2=O)N1 (configuration not stated) | nt | nt | 0.32 | 9 | 0 | 10 | 5% | 22 | 0.9
COCCCNC(=O)c1ccc(CS(=O)(=O)c2ccc(OC)cc2)o1 | -0.19 | 0.28 | 0.14 | 7 | -27 | -8 | 2% | 10 | 0.8
